GSK3beta inhib: inhibitors of human GSK3beta kinase; activity score (negative = inhibition), % at 10 µM; P49841; AID 2097; 300,000 tested, 0.038% active; GST-GSK3beta kinase, ADP-Glo luminescence, 60 min; hits give low values;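 active means more than half of replicate wells score below -50%, meaning over 50% inhibition versus plate controls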;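 further: 0% = median DMSO wells and -100% = median GW8510 positive control wells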
Target sequence (P49841 whole entry, looked up): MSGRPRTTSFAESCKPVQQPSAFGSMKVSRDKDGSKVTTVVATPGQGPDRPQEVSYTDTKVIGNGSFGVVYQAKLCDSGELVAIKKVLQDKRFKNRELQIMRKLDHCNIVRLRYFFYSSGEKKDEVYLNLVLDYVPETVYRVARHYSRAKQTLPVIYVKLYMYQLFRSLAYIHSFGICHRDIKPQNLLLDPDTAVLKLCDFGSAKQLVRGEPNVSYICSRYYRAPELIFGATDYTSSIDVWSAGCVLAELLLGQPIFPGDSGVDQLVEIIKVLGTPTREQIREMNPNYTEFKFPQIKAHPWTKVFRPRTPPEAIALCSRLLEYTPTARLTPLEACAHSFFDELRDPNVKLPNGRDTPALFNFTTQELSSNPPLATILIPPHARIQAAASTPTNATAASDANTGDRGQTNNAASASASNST
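Test system – GST-tagged human GSK3beta kinase, cell-free · Incubation – 60 min enzyme reaction, room temperature · Signal – ADP-Glo luminescence · Also added – peptide substrate and ATP at 25 µM · Controls – DMSO neutral wells and GW8510 at 20 µM as positive · Buffer or medium – Tris/MgCl2 kinase buffer · Measure – Luminescence-derived activity versus plate DMSO and GW8510 wells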
aSyn UTR inh: 5' untranslated region of α-synuclein, MLPCN primary screen; alpha-synuclein 5'UTR reporter, inhibitor activity; inhibition, % (tested at 7.5 µM); 300,000 tested, 0.82% active; AID 1813; in the data active means inhibition above about 60%;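 further: H4 neuroglioblastoma cells stably carrying SNCA 5'UTR luciferase fusion; 0% = DMSO wells and 100% = positive control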
IEC-6 cytotox: kills IEC-6 intestinal cells in KLF5 counter-screen. 290,000 tested, 0.78% active. IEC-6 cytotoxicity, luminescence viability. inhibition, % at 5 µM; in the data active means inhibition above about 22%;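 further: 0% = plate median of test compound wells and 100% = cytotoxic reference compound wells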
GSK3A inh: blocks human GSK-3 alpha kinase; P49840; ADP-Glo luminescence, 60 min; inhibition, % at 10 µM; 320,000 tested, 0.1% active; AID 2650;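 in the data active means inhibition above about 50%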;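 further: GST-tagged GSK-3 alpha with peptide substrate and 25 µM ATP; 0% = DMSO neutral wells and 100% = GW8510 positive control wells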
Target sequence (P49840 whole entry, looked up): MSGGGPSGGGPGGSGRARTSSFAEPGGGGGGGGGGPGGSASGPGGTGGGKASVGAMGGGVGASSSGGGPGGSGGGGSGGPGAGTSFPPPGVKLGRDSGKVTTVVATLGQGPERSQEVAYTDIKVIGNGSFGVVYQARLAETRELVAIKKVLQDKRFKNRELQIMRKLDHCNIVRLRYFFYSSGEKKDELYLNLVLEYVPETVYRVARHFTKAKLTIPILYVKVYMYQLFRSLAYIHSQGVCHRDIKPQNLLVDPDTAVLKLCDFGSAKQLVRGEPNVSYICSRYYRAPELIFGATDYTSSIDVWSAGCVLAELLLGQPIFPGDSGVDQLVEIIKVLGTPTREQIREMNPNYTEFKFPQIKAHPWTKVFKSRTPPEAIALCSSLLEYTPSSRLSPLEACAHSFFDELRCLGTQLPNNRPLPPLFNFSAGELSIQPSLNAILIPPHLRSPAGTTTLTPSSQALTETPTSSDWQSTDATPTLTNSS
Platelet DG rel: platelet dense granule release activity. human platelet-rich plasma, SFLLRN dense granule ATP release, luminescence. inhibition, %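 (compounds screened at 7.5 µM in platelet-rich plasma)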. 300,000 tested, 0.22% active. AID 1663;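 active means mean replicate score, as percent of positive control, at or above 50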
HSF1 inhib: HSF1 inhibition | activity change, negative = inhibition, % at 7.5 µM (by protocol) | 300,000 tested, 0.77% active | NIH3T3-HGL HSE-luciferase, MG132-induced, luminescence 8 h; hits give low values | AID 2098;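 active means more than half of replicate wells show activity change below -50%, luminescence cut by over half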;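 further: luciferase reports HSF-1 transcriptional activity via heat shock element; 0% = median of DMSO wells and -100% = zero luminescence signal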
KLF5 inh: inhibitors of KLF5 expression; DLD-1 KLF5 promoter-luciferase reporter, luminescence; inhibition, % at 5 µM; 290,000 tested, 0.23% active;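 active means inhibition above a per-plate limit of that plate's mean compound inhibition plus 3 SD, cut at about 60% in these data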;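 further: 0% = DMSO wells and 100% = LY294002 at 200 µM; higher means less KLF5 promoter-driven luciferase light; inactives centre near -14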
HSP90 inh: blocks HSP90-mediated luciferase refolding in reticulocyte lysate; Rabbit reticulocyte lysate, luciferase refolding luminescence, 3 h; inhibition, % at 5.6 µM; 290,000 tested, 0.91% active; AID 1789;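 active means inhibition above the screen-wide mean plus 3 SD, computed separately per campaign, cut at about 16% in these data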;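 further: 0% = DMSO wells and 100% = 60 µM geldanamycin wells; inhibitors lower the luminescence because luciferase stays unfolded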
Dyrk1A ADPGlo: Dyrk1A (rat) kinase inhibition | Q63470 | ADP-Glo luminescence, NFATc1 peptide | inhibition, % at 12.5 µM | 310,000 tested, 0.43% active | AID 504441; in the data active means inhibition above about 50%;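 further: plate controls were vehicle with enzyme for no effect and no enzyme for full effect; many of its hits are not listed in these tables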
HSF-1 act: increases HSF-1 driven luciferase reporter signal; NIH3T3-HGL HSF-1 luciferase reporter, MG132, 8 h; 100% = twice DMSO control signal; activation, % at 9 µM; 300,000 tested, 1.7% active; AID 504408;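 active means mean replicate activation of at least 50% with a set share of replicates each reaching 50%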;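 further: 0% = median of the neutral control wells and 100% = twice that signal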
An asterisk follows results filed as active; / = not tested or not shown.

SMILES	GSK3beta inhib	aSyn UTR inh	IEC-6 cytotox	GSK3A inh	Platelet DG rel	HSF1 inhib	KLF5 inh	HSP90 inh	Dyrk1A ADPGlo	HSF-1 act
COc1ccccc1N(O)C1CC(=O)N(c2ccc(Br)cc2)C1=O (stereo unspecified)	0	-43	-7	7	2	14	10	-3	0	30
C=CCn1c2ccccc2n2nc(C)c(=O)nc12	-3	11	4	1	-2	-6	-10	-2	-7	10
CCOC(=O)C1CN(S(=O)(=O)c2ccc(OC)cc2)c2cc(Cl)ccc2O1 (stereo unspecified)	-2	-11	3	-3	-4	-2	-25	0	-2	7
O=C(NNc1cc(Cl)cc(Cl)c1)c1cccs1	10	-9	10	-2	12	-1	7	4	10	1
CCN(CC)C(=O)c1[nH]cnc1C(=O)N[C@@H](CC(C)C)C(=O)OCc1ccccc1	-1	23	6	0	1	-3	-1	7	4	-20
CCOc1ccc(OCC(=O)Nc2ccc(N3CCCCC3)cc2)cc1	1	-19	-2	-3	3	2	42	2	-8	4
CC(=O)CSc1nnc(-c2cnccn2)n1-c1ccccc1	-3	15	-2	/	-2	-8	-4	0	0	-9
Cc1ccc(C)c(S(=O)(=O)NC(C)C(=O)NCc2ccccn2)c1 (stereo unspecified)	-1	10	-8	-1	-18	1	-25	-3	3	-6
CCOc1ccccc1OCC(=O)NC1CCCCC1	3	-2	0	5	2	-3	-7	2	-1	15
COc1ccccc1N1CC(C)C(=O)NC1=S (stereo unspecified)	2	-7	2	-16	-1	-56*	-4	-1	-6	-68
O=C(NCc1ccccc1)C(Cc1ccccc1)N1C(=O)C2C3CCC(C3)C2C1=O (stereo unspecified)	0	8	4	-4	6	-10	-14	4	0	2
Cc1nc(-n2nnc(CO)c2CO)nc2c1CCC2	3	9	-2	0	-2	-7	-12	-2	2	-23
CS(=O)(=O)c1ccccc1C(=O)N(CCc1ccccc1)Cc1ccccc1	-2	-22	7	-3	3	16	-10	2	-5	1
CC(C)(C)N(NC(=O)OCc1ccccc1)C(=O)c1ccccc1Cl	3	5	-4	0	-5	-1	-15	-4	-1	-5
CN(C(=O)CCN1C(=O)c2ccccc2C1=O)C1CCCCC1	-1	6	9	-3	-10	/	-4	0	-5	/
CCOCc1nnc(NC(=O)c2cccc(OC)c2)s1	-5	-96	2	3	8	3	-34	1	1	23
Cc1nnc(SCC(=O)Nc2ccccc2)c2ccccc12	2	-1	7	0	0	33	-33	0	0	52*
COc1ccc(-n2nc3c(c2NC(=O)c2ccc(N4C(=O)CCC4=O)cc2)CSC3)cc1	-2	-21	0	-1	-30	-8	-8	0	0	-2
CC(=O)c1ccc(S(=O)(=O)NCCCC(=O)NCCc2ccccn2)cc1	-3	10	4	-2	4	-9	-11	3	-2	-10
O=C(CN1CCN(Cc2ccc3c(c2)OCO3)CC1)Nc1ccc(N2CCOCC2)cc1	-2	8	-6	2	-1	-7	-16	-2	2	-4
O=[N+]([O-])c1ccc(Oc2ccc(-c3nnco3)cc2)c(Cl)c1	1	6	1	-1	0	1	-14	3	0	-2
CO/N=C/C(=N\Nc1cc(OC)cc(OC)c1)C(=O)c1ccccc1	1	-12	0	4	12	1	-10	-1	7	-10
Cc1cc(Br)c(NC(=O)COn2nnc3ccc(S(C)(=O)=O)cc32)c(Br)c1	0	9	3	0	-3	-2	6	5	/	9
COc1cc(OC)cc(C(=O)N2CCC(C(=O)NCCc3ccccc3)CC2)c1	-1	-3	-1	2	-1	-2	-28	-4	/	14
CCc1nnc(N/N=C/c2cc(C)c(C)cc2C)n1N	2	-3	-6	-2	-5	19	-42	-4	1	12
CNC(=S)NC1CC2CCCC(C1)N2Cc1ccccc1OC (stereo unspecified)	-3	-9	-1	0	0	2	-35	-8	-5	4
COc1ccc(OCC(O)CNCc2ccco2)cc1 (stereo unspecified)	2	-9	-1	-1	3	-8	-27	1	7	6
Cc1ccc(CNC(=O)[C@H](C)[C@H]2C[C@]2(C)[C@H](NC(=O)OCc2ccccc2)c2ccccc2)o1	1	-12	-2	-3	-2	6	-10	2	7	-5
O=S(=O)(c1ccccc1)N1CCN(c2ncnc3sc(-c4ccccc4)cc23)CC1	-1	24	-2	/	0	-4	-24	0	0	5
C=CCNC(=S)NNC(=O)c1cc(C)nc2ccccc12	-2	12	4	-4	-5	-1	-13	-2	-6	8
COc1cc(C(c2sc3nc(C)nn3c2O)N2CCN(c3ccccc3)CC2)cc(OC)c1OC (stereo unspecified)	3	12	6	-2	-1	-2	-10	-4	-1	-8
CCN(CC)S(=O)(=O)c1ccc(Cl)c(NC(=O)COc2ccc(OC)cc2)c1	-2	27	-8	-1	-3	-5	-6	-1	-2	1
CCCCN(C(=O)c1cnc2n(c1=O)CCS2)c1ccccc1	0	4	5	-2	13	-2	-15	0	1	6
CCc1noc(C)c1C(=O)OC(C)C(=O)Nc1ccccc1OC (stereo unspecified)	-2	1	/	1	-4	3	/	/	-4	7
Cc1ccc(N(O)C(=O)OCCNC(=O)Nc2ccccc2)cc1	2	-7	5	-1	-18	5	-6	-6	7	36
CCCCc1ccc(CC2S/C(=C(\C#N)C(=O)N3CCOCC3)N(c3ccccc3)C2=O)cc1 (stereo unspecified)	1	-5	0	1	-6	-3	-58	2	-1	0
COc1ccc(F)c(CN2CCC(N3CCC(C(=O)N4CCOCC4)CC3)CC2)c1	1	2	5	/	1	-1	10	1	/	3
Cc1ccc(F)cc1NC(=O)c1cnccn1	1	11	0	0	3	/	-12	3	-1	/
CN(C)C(=O)COC(=O)c1ccccc1OCC(=O)Nc1ccc(SC(F)F)cc1	3	-13	-8	2	-7	-2	-30	-3	6	-9
Cc1nc(Nc2ccccc2)sc1C(=O)c1ccc(F)cc1	-5	-94	0	0	2	8	-93	-2	3	31
Cc1ccc(NC(=S)NCc2ccc3c(c2)OCO3)cc1C	-1	11	-4	-1	1	10	-21	0	3	19
CN(CC(=O)Nc1cccc(F)c1)C(=O)CCc1nc2ccccc2c(=O)[nH]1	0	23	/	0	-7	0	/	/	-1	-5
O=C(CN(CCc1ccccc1)C(=O)c1csnn1)NC1CCCC1	-1	5	-2	-2	4	-5	2	1	3	0
CN(C)C(=O)c1ccc(NC(=O)COC(=O)C2=COCCO2)cc1	1	-6	/	-4	13	-3	/	/	-5	-1
Cc1ccc(N2CC(C(=O)N3CCCCCC3)CC2=O)cc1 (stereo unspecified)	-4	1	-6	-2	-2	1	-25	-6	-2	3
CC(C)COc1ccc(S(=O)(=O)n2cc(F)c(=O)[nH]c2=O)cc1	3	29	85*	-4	-23	-3	-14	-3	-1	-8
CC(=O)NC1C(Oc2ccccc2C)OC(CO)C(O)C1O (stereo unspecified)	1	-2	-6	0	13	-9	-11	-3	-11	-24
C=C(C)CC1N(c2cccc(OC)c2)C(=O)[C@@H]2C(C(=O)O)[C@H]3C=C[C@@]12O3 (stereo partly specified)	0	-13	-1	-2	5	6	-15	-3	1	-8
Clc1nnc(N/N=C/c2ccccc2)c2ccccc12	-1	-268	2	2	-2	21	3	0	1	23
Cc1ccc(CNC(=O)c2ccc(N3CCC4(CC3)CC(c3ccccc3)=NO4)c([N+](=O)[O-])c2)cc1	-1	15	2	2	-5	1	-12	8	8	-12
Cc1ccccc1CSCC(=O)NCCSc1ccccn1	-2	-34	0	-3	7	0	-15	-1	6	34
Cc1ccc(-c2csc3ncnc(NCCC(=O)O)c23)cc1	/	4	-1	0	-10	-1	-10	-1	26	20
CCCCOc1ccc(-c2nnn(CC(=O)c3c[nH]c4ccccc34)n2)cc1	0	10	0	0	-6	5	-18	6	-3	16
COc1ccc(NC(=S)NNC(=O)OC(C)(C)C)cc1OC	3	1	2	-2	-8	-4	-12	-2	-24	-8
CCOc1ccc(NC(=O)CCSc2ccc(C)cc2)cc1	3	15	6	-2	17	-7	-15	2	-1	-1
COc1ccccc1S(=O)Cc1ccc(C(=O)NC2CCCC2)o1 (stereo unspecified)	3	-8	5	-5	-2	1	-5	0	3	0
CC(NC(=O)c1cccs1)C(c1cccs1)N1CCN(c2ccccc2)CC1 (stereo unspecified)	0	-3	1	-2	-7	-3	-1	-3	-2	10

Among those listed so far, 14 have a halogen:
SMILES	GSK3beta inhib	aSyn UTR inh	IEC-6 cytotox	GSK3A inh	Platelet DG rel	HSF1 inhib	KLF5 inh	HSP90 inh	Dyrk1A ADPGlo	HSF-1 act
COc1ccccc1N(O)C1CC(=O)N(c2ccc(Br)cc2)C1=O (stereo unspecified)	0	-43	-7	7	2	14	10	-3	0	30
CCOC(=O)C1CN(S(=O)(=O)c2ccc(OC)cc2)c2cc(Cl)ccc2O1 (stereo unspecified)	-2	-11	3	-3	-4	-2	-25	0	-2	7
O=C(NNc1cc(Cl)cc(Cl)c1)c1cccs1	10	-9	10	-2	12	-1	7	4	10	1
CC(C)(C)N(NC(=O)OCc1ccccc1)C(=O)c1ccccc1Cl	3	5	-4	0	-5	-1	-15	-4	-1	-5
O=[N+]([O-])c1ccc(Oc2ccc(-c3nnco3)cc2)c(Cl)c1	1	6	1	-1	0	1	-14	3	0	-2
Cc1cc(Br)c(NC(=O)COn2nnc3ccc(S(C)(=O)=O)cc32)c(Br)c1	0	9	3	0	-3	-2	6	5	/	9
CCN(CC)S(=O)(=O)c1ccc(Cl)c(NC(=O)COc2ccc(OC)cc2)c1	-2	27	-8	-1	-3	-5	-6	-1	-2	1
COc1ccc(F)c(CN2CCC(N3CCC(C(=O)N4CCOCC4)CC3)CC2)c1	1	2	5	/	1	-1	10	1	/	3
Cc1ccc(F)cc1NC(=O)c1cnccn1	1	11	0	0	3	/	-12	3	-1	/
CN(C)C(=O)COC(=O)c1ccccc1OCC(=O)Nc1ccc(SC(F)F)cc1	3	-13	-8	2	-7	-2	-30	-3	6	-9
Cc1nc(Nc2ccccc2)sc1C(=O)c1ccc(F)cc1	-5	-94	0	0	2	8	-93	-2	3	31
CN(CC(=O)Nc1cccc(F)c1)C(=O)CCc1nc2ccccc2c(=O)[nH]1	0	23	/	0	-7	0	/	/	-1	-5
CC(C)COc1ccc(S(=O)(=O)n2cc(F)c(=O)[nH]c2=O)cc1	3	29	85*	-4	-23	-3	-14	-3	-1	-8
Clc1nnc(N/N=C/c2ccccc2)c2ccccc12	-1	-268	2	2	-2	21	3	0	1	23

Screens deposited in PubChem by several laboratories.

Not all compounds are listed; count on the stated rates, not on these rows.
